Lipid storage S3 = qHTS Assay for Lipid Storage Modulators in Drosophila S3 Cells; Drosophila S3 cells, BODIPY lipid droplet fluorescence, 18-24 h; cells fed with added oleic acid; AID 2685, 2010; 0.64% of 320,000 active; lipid storage change, negative = inhibition, % at the top dose, mostly 46.1 µM; hits show Potency in µM; active means well fitted inhibition curve with a large enough effect in the signal ratio, with a control signal flat, not every such curve was filed as active; inconclusive means small, poorly fitted or top-dose-only effect, or effect the other way, or a change in a side signal; the % refers to the signal ratio
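Drosophila S3 cells got compounds at several concentrations plus oleic acid (400 uM solution). Laser-scanning cytometry with 488 nm excitation read lipid droplets at 500-530 nm and cells at 575-640 nm. Percent activity was relative to 20 uM Triacsin C.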
Lipid storage S3 cell count max = also measured in Lipid storage S3; calls as there; cell number change, %; measured here: cell count max response;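 cells counted by Cell Tracker Red CMTPX staining in the red channel; peak over a dose series mostly up to 46.1 µM; percent activity relative to internal control wells on each plate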
* marks the source's active call; other numbers are inactive results; i = inactive; ? = inconclusive; / = not tested or not shown. On the % scale 0 is the no-effect control and ±100 the full control effect; potency means the concentration at half of the fitted maximal effect. This is a subset; count on the stated rates, not on these rows.

SMILES | Lipid storage S3 | Lipid storage S3 cell count max
O=C(CSc1nnc(CNC(=O)c2cccc(C(F)(F)F)c2)o1)NCc1ccco1 | ? | /
O=C(Nc1ccc(N2CCCCC2)c(Cl)c1)c1ncn[nH]1 | ? | /
CCN(c1ccccc1)S(=O)(=O)c1ccc(OC)c(NC(=O)C2CC2)c1 | ? | /
Cc1c(CNCCc2ccccc2Cl)c(C(=O)O)c(C)n1-c1ccccc1 | ? | /
O=C(NCCCn1ccnc1)c1ccc(S(=O)(=O)N2CCOCC2)cc1 | ? | /
CC(=O)CCc1ccc(OCCCOc2cccc3cccnc23)cc1 | ? | /
Cc1sc2ncnc(NCC(O)c3ccccc3)c2c1C (stereo not drawn) | ? | /
Cn1ccnc1SCCNC(=O)CCc1nnc(CCCCc2ccccc2)o1 | ? | /
O=C(NCc1ccccn1)c1ccccc1OCc1ccc(F)cc1 | ? | /
COc1cc(NC(=O)c2cc(S(=O)(=O)N3CCCCC3)c[nH]2)cc(OC)c1 | ? | /
c1coc(-c2ccc3ncnc(NCc4cccs4)c3c2)c1 | 25.4% | /
COC(=O)c1c(C)[nH]c(C(=O)OC(C)C(=O)N(C)C2CCCCC2)c1C (stereo not drawn) | ? | /
Cc1cc(C)c(NC(=O)/C=C\C(=O)O)c(Cl)c1 | 3.0% | 15.5
N#CCOC(=O)/C=C/c1ccc2c(c1)OCO2 | ? | /
C=CCn1c(CNC(=O)c2ccco2)nnc1SCC(=O)N1c2ccccc2Sc2ccccc21 | 6.1% | -9.7
O=C(NCc1ccccc1)c1cccc(OCC(=O)N2CCN(C(=O)c3ccco3)CC2)c1 | ? | /
CC1CCN(CCCNC(=O)CN2C(=O)CSc3ccc(S(=O)(=O)N4CCOCC4)cc32)CC1 | ? | /
S=C(NCCCN1CCOCC1)N1CCN(c2ccccc2)CC1 | ? | /
CC(CCc1ccccc1)NC(=O)c1cccs1 (stereo not drawn) | -10.0% | -4.0
COc1ccc(C(CNC(=O)c2ccccc2C)N2CCCC2)cc1 (stereo not drawn) | ? | /
Oc1c(Br)cc(/C=N/NC(=S)NCC2CCCO2)cc1Br (stereo not drawn) | 0.0% | 2.6
COc1ccc(-c2c[n+]3c(n2-c2ccccc2)SCC3)cc1 | -3.8% | 2.7
N#CCCn1cc(C(=O)O)c(-c2cccs2)n1 | i | 17.1
CC(NC(=O)Cn1nnc(-c2ccncc2)n1)c1ccccc1 (stereo not drawn) | -2.8% | 3.6
COc1ccc(/C(N)=N/OC(=O)c2ccco2)cc1OC | 9.0% | /

Structural class, the compounds so far containing a halogen
SMILES | Lipid storage S3 | Lipid storage S3 cell count max
O=C(CSc1nnc(CNC(=O)c2cccc(C(F)(F)F)c2)o1)NCc1ccco1 | ? | /
O=C(Nc1ccc(N2CCCCC2)c(Cl)c1)c1ncn[nH]1 | ? | /
Cc1c(CNCCc2ccccc2Cl)c(C(=O)O)c(C)n1-c1ccccc1 | ? | /
O=C(NCc1ccccn1)c1ccccc1OCc1ccc(F)cc1 | ? | /
Cc1cc(C)c(NC(=O)/C=C\C(=O)O)c(Cl)c1 | 3.0% | 15.5
Oc1c(Br)cc(/C=N/NC(=S)NCC2CCCO2)cc1Br (stereo not drawn) | 0.0% | 2.6

(list continues)
SMILES | Lipid storage S3 | Lipid storage S3 cell count max
CCCCNC(=O)C1CCC(CNc2nc(=S)[nH]c3ccccc23)CC1 (stereo not drawn) | -2.9% | -9.1
CCOC(=O)Cn1c(=O)oc2cc(S(=O)(=O)NCc3cccs3)ccc21 | ? | /
CCNc1nc(CN2CCOCC2)nc2sc3c(c12)CCC3 | ? | /
Cc1ccc(N=C(N)N=C(N)N)cc1 | -4.9% | -11.6
O=C(NCCN1CCOCC1)c1ccc(/C=C2\Sc3ccccc3N(Cc3ccc(F)cc3)C2=O)cc1 | ? | /
COC(=O)/C=C1\S/C(=N/NC(=O)c2ccccc2)NC1=O | ? | /
COc1ccc(OC)c(S(=O)(=O)N/N=C\c2cn(CC(N)=O)c3ccccc23)c1 | ? | /
COc1ccc2c(CC(=O)NCc3cccs3)coc2c1 | 10.9% | /
COC(=O)c1ccc(CSc2nncn2N)cc1 | ? | /
CC(=O)Oc1ccc(CC(C(=O)O)N2C(=O)c3ccccc3C2=O)cc1 (stereo not drawn) | 2.0% | 12.6
c1ccc(-c2noc(CN3CCN(c4cnccn4)CC3)n2)cc1 | 8.3% | -7.7
O=C1N=C(c2ccccc2)S/C1=C\c1cccs1 | ? | /
Cc1sc(NC(=O)c2cccc(N3C(=O)CCC3=O)c2)nc1-c1ccccc1 | ? | /
Cc1cc(NC(=O)CSc2nncn2-c2ccccc2)no1 | -1.7% | 12.2
CCOc1ccc(C(CCc2ccccc2)NC(=O)c2ccccc2OC)cc1OCC (stereo not drawn) | i | 4.7
Cc1ccc(O)c(C2=Nc3ccccc3N=C(c3ccc([N+](=O)[O-])cc3)C2)c1 | ? | /
O=Cc1cn(CCOc2ccccc2F)c2ccccc12 | ? | /
CC(Oc1ccccc1)C(=O)N=Nc1c(O)[nH]c2ccc([N+](=O)[O-])cc12 (stereo not drawn) | 1.7% | -6.5
c1coc(CSSCc2ccco2)c1 | ? | /
O=c1cc(CN2CCOCC2)c2cc(Cl)c(O)cc2o1 | i | -11.3
COc1cc2ccccc2cc1C(=O)NNC(=O)c1ccccc1O | ? | /
C=CCSc1nc(-c2ccccc2)c2cc(Cl)ccc2n1 | ? | /
COc1ccccc1CNC(=O)c1ccccc1C(=O)NC(CC(C)C)C(=O)NCc1ccccc1OC (stereo not drawn) | i | 2.0
Cc1cnc(C)c(N(C)NC(=S)Nc2ccccc2)n1 | 12.1% | -13.7
O=c1c2ccccc2[nH]c(=S)n1C1CCCCC1 | ? | /

Next part
SMILES | Lipid storage S3 | Lipid storage S3 cell count max
COC(CNC(=O)c1ccc(CS(=O)(=O)c2ccc(Br)cc2)o1)OC | 8.1% | 4.3
Cc1ccc(C(=O)N/C(=C/c2ccco2)C(=O)NCCc2c[nH]c3ccccc23)cc1 | ? | /
CCN1CCN(Cc2ccc(NC(=O)c3cc(NC(=O)c4nccnc4N)cc(OC)c3)cc2C(F)(F)F)CC1 | -2.6% | -0.3
CCOC(=O)N1CCN(C(=O)CCc2ccc(S(=O)(=O)NCCc3ccccc3)cc2)CC1 | ? | /
COc1ccc(CCNC(=O)CSc2n[nH]c(C)c2[N+](=O)[O-])cc1OC | ? | /
Cc1cccc(NC(=S)NCCN(C2CCCCC2)C2CCCC2)c1 | 2.7% | 14.1
CSc1nnc(CSc2cc(C)nc(N(C)C)n2)o1 | ? | /
NC(=O)c1ccc(NC(=O)CN2CCN(C(=O)c3ccco3)CC2)cc1 | ? | /
Cn1c(=O)c2c(nc(NCC(O)CO)n2CCc2ccccc2)n(C)c1=O (stereo not drawn) | ? | /
NS(=O)(=O)c1ccc(NC(=O)COc2ncnc3sccc23)cc1 | -8.8% | -12.8
CC(C(=O)Nc1ccccc1-c1ccccc1)N1CCOCC1 (stereo not drawn) | 11.3% | -2.7
Cc1cc(C)cc(N(C(=O)c2csnn2)C(C(=O)NC2CCCCC2)c2cccnc2)c1 (stereo not drawn) | ? | /
COc1cccc(Cn2cnc3c(NS(=O)(=O)c4cccc(Cl)c4Cl)c(C)c(C)cc32)c1 | i | /
CC(NC(=O)CCN1C(=O)c2ccccc2C1=O)c1ccccc1 (stereo not drawn) | ? | /
O=C(Nc1ccc2c(c1)OCO2)C1CC1 | ? | /
Cc1cc(NCC(c2ccccc2)c2ccccc2)n2ncnc2n1 | -16.2% | 6.1
CCOC(=O)C1CCCN(C(=O)c2ccc3[nH]c4c(c3c2)CC(C)CC4)C1 (stereo not drawn) | ? | /
O=C(c1cccnc1)N1CCCc2ccccc21 | 19.4% | 2.0
Cc1ccc(NC(=O)NNC(=O)COc2ccc([N+](=O)[O-])cc2)cc1C | -18.6% | /
CC(=O)c1cccc(N(C(=O)c2cnccn2)C(C(=O)NCc2ccccc2)c2ccco2)c1 (stereo not drawn) | i | /
COc1ccc(C(=O)Nc2nc3cc(OC)c(OC)cc3c(=O)[nH]2)cc1 | -28.3% | 6.1
CCCCN(N=Nc1nonc1OC)c1nonc1OC | ? | /
COc1ccc(CCNC(=O)/C=C\c2ccccc2)cc1OC | ? | /
CCOc1ccccc1N(C(=O)CNS(=O)(=O)c1ccccc1)C(CC)C(=O)NCc1ccco1 (stereo not drawn) | ? | /
O=C(CN1C(=O)NC2(CCCC2)C1=O)OCCOc1ccc(Br)cc1 | ? | /

The listing continues:
SMILES | Lipid storage S3 | Lipid storage S3 cell count max
Cc1c(OCC(=O)N2C[C@H]3C[C@@H](C2)c2cccc(=O)n2C3)ccc2c3c(c(=O)oc12)CCC3 | ? | /
CSCCC(NC(=O)c1ccco1)C(=O)NC1CCCCCC1 (stereo not drawn) | i | /
O=C(CN1CCN(c2ncc(C(F)(F)F)cc2Cl)CC1)NC(=O)NCc1ccccc1 | ? | /
CN(CC(=O)Nc1ccccc1Cl)C(=O)COC(=O)c1nc(Cl)ccc1Cl | ? | /
S=C(Nc1ccccc1)N1CCn2cccc2C1c1cccnc1 (stereo not drawn) | 8.0% | -9.1
O=C(CCc1c[nH]c2ccccc12)NCCc1ccc(O)cc1 | -23.0% | 4.6
CCOc1ccc(S(=O)(=O)N(CC(=O)NCC2CCCO2)c2ccc(F)cc2)cc1 (stereo not drawn) | ? | /
CC(=O)Nc1ccc(S(=O)(=O)Nc2cccc(-c3cn4c(n3)SCC4)c2)cc1 | ? | /
Cc1ccc(NC(=S)N(CCN(C)C)Cc2cc3cccc(C)c3[nH]c2=O)cc1 | 11.3% | 7.8
Cc1ccc(-c2c[nH]c(=S)n2-c2ccccc2)cc1 | ? | /
N=C1SCC(=O)N1c1nc(-c2ccccc2)cs1 | -20.0% | -22.1
CNC(=O)CCSc1ccc(C)cc1 | 1.2% | 22.7
COc1ccccc1NC(=O)C1CCCN(S(=O)(=O)c2ccccc2)C1 (stereo not drawn) | 5.8µM* | -11.0*
Nc1nonc1C(=O)NCCN=Cc1cc(Cc2ccccc2)cc(Br)c1O | ? | /
Oc1ccccc1Cn1c(-c2ccccc2O)nc2ccccc21 | ? | /
CCC(=O)Nc1ccc(C(=O)COC(=O)CCN2C(=O)C3CC=CCC3C2=O)cc1 (stereo not drawn) | ? | /
COCCNC(=O)CN(c1ccc(C)cc1)S(=O)(=O)c1ccccc1 | ? | /
COC(=O)c1ccccc1NC(=O)NCc1cccnc1 | ? | /
O=C(Nc1nnc(C2CCCC2)s1)C1CCC1 | 12.6% | -1.1
COCCNC(=O)COC(=O)c1ccc(S(=O)(=O)N2CCOCC2)cc1 | ? | /
Cc1ccc2oc(-c3cc(NC(=O)c4ncn[nH]4)ccc3O)nc2c1 | ? | /
CCc1ccc(C(=O)COC(=O)c2cnc(C)cn2)cc1 | ? | /
Cc1cc(C)nc(-n2ncc3c2CC(c2ccc(F)cc2)CC3=O)n1 (stereo not drawn) | -1.8% | -12.5
Cc1ccccc1OCCC(=O)Nc1ccccc1C(=O)NC1CC1 | ? | /
Cc1ccccc1OC1CCN(C(=O)C2CCC(=O)N(C3CCCC3)C2)CC1 (stereo not drawn) | ? | /

The results go on.
SMILES | Lipid storage S3 | Lipid storage S3 cell count max
CSc1ncccc1C(=O)Nc1ccc(OC(F)(F)F)cc1 | ? | /
Cc1ccc(C(=O)NC2=NCCS2)cc1 | 10.2% | -1.7
CC1(C)CC(=O)C(C=NCCN2CCN(CCc3ccccc3)CC2)=C(O)C1 | 1.5% | /
Cc1onc(-c2c(F)cccc2Cl)c1C(=O)OCC(=O)NCc1ccccc1 | 10.6% | 5.0
Fc1ccc(CNC(=S)NC2CCCCC2)cc1 | 7.3% | 2.3
O=C(CONS(=O)(=O)c1ccc(Cl)cc1)NCCNc1ncc(C(F)(F)F)cc1Cl | ? | /
O=C(COC(=O)c1cc2ccccc2cc1O)c1ccccc1 | ? | /
N#Cc1ccccc1OCC(=O)Nc1ccccc1C(=O)NC1CC1 | ? | /
CCN(CC(=O)Nc1ccc2c(c1)OCCO2)C(=O)/C=C/c1cccc(OC)c1OC | i | /
COc1ccc2c(c1)oc(=O)c1ccccc12 | 20.8% | -4.8
COc1ccc(-c2nc(CS(=O)CC(=O)NCc3ccc(C)cc3)c(C)o2)cc1OC (stereo not drawn) | ? | /
COCCN1C(=O)N(c2cccc(C)c2)C(=O)C1CC(=O)Nc1cc(OC)cc(OC)c1 (stereo not drawn) | ? | /
COc1cccc(C(=O)OCC(=O)Nc2ccc(N3CCOCC3)cc2)c1 | ? | /
CCCn1nnc(NC(=O)c2ccc([N+](=O)[O-])cc2Cl)n1 | -9.4% | /
O=C(CSc1nnc(-c2ccccc2)n1Cc1ccccc1)NNC(=O)c1ccccc1O | ? | /
CN(c1ccccc1)S(=O)(=O)c1cccc(C(=O)Nc2ncn[nH]2)c1 | 3.8% | /
Cc1cc2nc(CCN(Cc3cccnc3)C(=S)Nc3ccccc3)[nH]c2cc1C | ? | /
CCCOc1ccc(C(=O)N2CCN(c3ccc(N)cc3Cl)CC2)cc1 | ? | /
CC(=O)c1cccc(N2C(=NC(=O)CCc3ccccc3)SC3CS(=O)(=O)CC32)c1 (stereo not drawn) | ? | /

6 structures already listed, ordered by heavy-atom count, low to high.
SMILES | Lipid storage S3 | Lipid storage S3 cell count max
CCCn1nnc(NC(=O)c2ccc([N+](=O)[O-])cc2Cl)n1 | -9.4% | /
O=C(COC(=O)c1cc2ccccc2cc1O)c1ccccc1 | ? | /
N#Cc1ccccc1OCC(=O)Nc1ccccc1C(=O)NC1CC1 | ? | /
O=C(CONS(=O)(=O)c1ccc(Cl)cc1)NCCNc1ncc(C(F)(F)F)cc1Cl | ? | /
COc1ccc(-c2nc(CS(=O)CC(=O)NCc3ccc(C)cc3)c(C)o2)cc1OC (stereo not drawn) | ? | /
COCCN1C(=O)N(c2cccc(C)c2)C(=O)C1CC(=O)Nc1cc(OC)cc(OC)c1 (stereo not drawn) | ? | /

Screening data from PubChem BioAssay.
